KAT2A inh = GCN5L2 (KAT2A) acetyltransferase inhibition; GCN5L2 HAT assay, ThioGlo1 CoA-SH fluorescence; Potency, µM (top dose mostly 58.9 µM), without a hit: at the highest dose activity change, negative = inhibition, actives largely listed as inhibitors; Q92830; 390,000 compounds, 0.21% hits
Target sequence (Q92830 whole entry, looked up): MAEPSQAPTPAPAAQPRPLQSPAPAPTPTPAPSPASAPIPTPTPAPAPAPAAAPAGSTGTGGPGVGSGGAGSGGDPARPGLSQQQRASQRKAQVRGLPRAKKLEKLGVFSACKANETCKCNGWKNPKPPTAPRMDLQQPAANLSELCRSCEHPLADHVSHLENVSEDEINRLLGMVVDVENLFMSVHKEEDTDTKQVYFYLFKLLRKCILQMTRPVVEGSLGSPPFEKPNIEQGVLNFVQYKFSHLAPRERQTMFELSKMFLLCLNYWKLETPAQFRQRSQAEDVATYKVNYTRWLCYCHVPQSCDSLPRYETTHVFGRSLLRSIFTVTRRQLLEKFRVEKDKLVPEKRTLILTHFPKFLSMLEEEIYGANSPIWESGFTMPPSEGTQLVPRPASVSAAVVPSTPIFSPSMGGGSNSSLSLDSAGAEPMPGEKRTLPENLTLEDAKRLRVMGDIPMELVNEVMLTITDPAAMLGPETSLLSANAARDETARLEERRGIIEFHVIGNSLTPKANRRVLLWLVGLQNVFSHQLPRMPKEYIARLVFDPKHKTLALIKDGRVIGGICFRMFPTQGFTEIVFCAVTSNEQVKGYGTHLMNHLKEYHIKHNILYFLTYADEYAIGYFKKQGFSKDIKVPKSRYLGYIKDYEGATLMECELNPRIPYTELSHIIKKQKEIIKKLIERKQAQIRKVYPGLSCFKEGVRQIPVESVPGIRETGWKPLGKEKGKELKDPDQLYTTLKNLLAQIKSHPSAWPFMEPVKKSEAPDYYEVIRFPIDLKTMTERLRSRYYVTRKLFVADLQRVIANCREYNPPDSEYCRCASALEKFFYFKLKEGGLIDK
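qHTS, 1536-well. 20nM enzyme, pH 7.5 HEPES/EDTA/Tween-20 buffer; 15 min compound preinc., RT. Start: 75uM H3(1-25), 70uM AcCoA, 50uM ThioGlo1. Read Ex340/Em540 at t=0 (autofluorescence flag) and t=20 min.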
FEN1 inhibitor = inhibitors of human flap endonuclease 1; P39748; Recombinant FEN1 flap cleavage, fluorescence, 15 min; Potency, µM (highest dose often 114 µM), inactives show at the highest dose activity change, negative = inhibition, most hits filed as inhibitors; 390,000 compounds, 0.35% hits; AID 588795; note: nearly all actives have a fitted effect of over 65% in size
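In this screen, 50 nM flap DNA substrate was added to 10 nM FEN1 pretreated with compound for 15 min at room temperature; cleavage was followed with reads at 0 and 15 min, and Hill fitting gave concentration–response parameters.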
TDP1 cell CPT = growth inhibition of DT40 Tdp1-/-;hTDP1 cells with camptothecin (screen for TDP1 inhibitors) | chicken DT40 Tdp1-/-;hTDP1 cells + 20 nM CPT, ATP luminescence, 48 h | Potency, µM (highest dose often 46.2 µM), without a hit: at the top dose activity change, negative = growth inhibition, actives largely listed as inhibitors | 420,000 compounds, 12% hits; note: nearly all actives have a fitted effect of over 55% in size
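Chicken DT40 Tdp1-/- cells stably complemented with human TDP1 were seeded at 400 cells/well in medium containing 20 nM camptothecin, exposed to pin-transferred compounds, and grown at 37 °C for at least 48 hr. Viability was read as ATP luminescence.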
An asterisk follows results filed as active; ? = inconclusive; . = not tested or not shown; & = joins results of further samples; [ ] = another dose, or the depositor's remark. Calls come from the whole dose curve; as a rule, active = well fitted curve in the direction sought with a large enough effect; inconclusive = small, poorly fitted or top-dose-only effect, or another doubt; inactive = no such curve, though single readings can be large; an effect the other way counts as inactive or inconclusive. % is set by controls: 0 for no effect and ±100 for the full control effect; potency is the fitted concentration of half-maximal effect.

SMILES | KAT2A inh | FEN1 inhibitor | TDP1 cell CPT
O=C(COC(=O)c1ccc2c(c1)OCO2)Nc1ncc(Cl)cc1Cl | 3% | -12% | -11%
COc1ccc(CNC(=O)c2cc3sccc3n2C)cc1 | -6% | 6% | 2%
CC(=O)C1C(c2ccc(Cl)cc2)c2c(noc2C)CC1(C)O (configuration not stated) | 0% | 18% | 4%
Cc1ccc(S(=O)(=O)N(Cc2nccn2C)C(C)C)cc1 | -2% | -1% | -2%
Cc1ccc(C)c(Cn2c3ccccc3c3cnn(CC(=O)NC(C)c4ccccc4)c(=O)c32)c1 (configuration not stated) | 5% | -8% | 2.9µM*
COc1ccc(C(CC(=O)Nc2ccc(Br)cn2)N2Cc3ccccc3C2=O)cc1 (configuration not stated) | 2% | 5% | 5.2µM*
O=C(CSc1nccc(=O)[nH]1)Nc1ccc2ccccc2c1 | 0% | -9% | 3%
COc1cc(C(=O)NNC(=O)c2cc(C)[nH]n2)cc(OC)c1OC | -7% | -1% | -5%
Cc1ccc(NC(=O)CSc2nccn2Cc2ccco2)cc1Cl | -3% | -18% | ?
Cc1ccccc1NC(=O)CSc1cn(CC(=O)N(C(C)C)C(C)C)c2ccccc12 | -1% | 0% | ?
CCCCCCCCCCCCN1[C@@H](CC(=O)O)c2cc(C(F)(F)F)ccc2S1(=O)=O | . | -35%&-33% | ?
Cc1cc(C)n(-c2ccc(C(=O)N3CC(C)OC(C)C3)cc2)n1 (configuration not stated) | -12% | -9% | 7%
COCCn1cnnc1SCC(=O)c1ccc(S(=O)(=O)N2CCCC2)cc1 | 1% | -1% | -25%
Cc1onc(-c2c(Cl)cccc2Cl)c1NC(=O)NN(C)c1ccc([N+](=O)[O-])cn1 | -11% | -3% | 24%
Cc1ccc(NC(=O)C(=O)NCC(c2ccc3c(c2)OCO3)N2CCN(c3ccccc3)CC2)cc1 (configuration not stated) | 4% | -12% | 0%
COc1ccccc1CNC(=O)c1ccc(NC2=NC3CS(=O)(=O)CC3S2)cc1 (configuration not stated) | -13% | -1% | -1%
O=C(Cc1ccc(Br)cc1)NCCc1ccc(Cl)cc1Cl | -4% | -4% | -25%
Nc1cccc2c1C(=O)N(CC(=O)NC13CC4CC(CC(C4)C1)C3)C2=O | -3% | -5% | -8%
Cc1ccc(N(CCC#N)C(=O)CSc2ccc3c(c2)OCCO3)cc1 | 30% | 4% | -15%
Cc1cnc(CNc2nc(-c3ccccc3C(F)(F)F)nc3ccccc23)cn1 | -12% | . | -17%

Part of the list above in order of heavy-atom count, high to low:
SMILES | KAT2A inh | FEN1 inhibitor | TDP1 cell CPT
Cc1ccc(C)c(Cn2c3ccccc3c3cnn(CC(=O)NC(C)c4ccccc4)c(=O)c32)c1 (configuration not stated) | 5% | -8% | 2.9µM*
COc1ccccc1CNC(=O)c1ccc(NC2=NC3CS(=O)(=O)CC3S2)cc1 (configuration not stated) | -13% | -1% | -1%
Nc1cccc2c1C(=O)N(CC(=O)NC13CC4CC(CC(C4)C1)C3)C2=O | -3% | -5% | -8%
COc1cc(C(=O)NNC(=O)c2cc(C)[nH]n2)cc(OC)c1OC | -7% | -1% | -5%
CC(=O)C1C(c2ccc(Cl)cc2)c2c(noc2C)CC1(C)O (configuration not stated) | 0% | 18% | 4%
Cc1ccc(S(=O)(=O)N(Cc2nccn2C)C(C)C)cc1 | -2% | -1% | -2%

(more compounds)
SMILES | KAT2A inh | FEN1 inhibitor | TDP1 cell CPT
CN(C)c1ccnc2c[cH-]cc12.[Fe].c1ccc(-[c-]2[c-](-c3ccccc3)[c-](-c3ccccc3)[c-](-c3ccccc3)[c-]2-c2ccccc2)cc1 (configuration not stated) | -15%&7% | -16%&-9% | 5.2µM*
Cc1cc(OCC(=O)O/N=C(\N)c2ccccc2)ccc1Cl | -6% | -5% | 13%
Cc1ccc(F)c(NC(=O)/C(C#N)=C(\O)c2ccc(C(C)(C)C)cc2)c1 | ? | ? | -22%
CC(C)CCN1CCN(Cc2cc3ccccc3[nH]2)CC1CCO (configuration not stated) | -8% | 1% | -3%
COc1ccccc1NC(=O)N1CCc2[nH]c3ccc(Cl)cc3c2C1 | -4% | -18% | 21µM*
COc1cc2c(cc1OC)C(c1cc3cc(C)ccc3[nH]c1=O)N(C(=O)c1ccco1)CC2 (configuration not stated) | -2% | 10% | -21%
Nc1ccc2c(c1)C(=O)c1cc([N+](=O)[O-])ccc1-2 | . | -5% | 14%
CCC(=O)N(Cc1cc2cc(OC)ccc2[nH]c1=O)c1ccc(C)cc1C | -8% | -11% | -28%
N#CC1=C(N)Oc2n[nH]c(-c3ccc(F)cc3)c2C1c1cccc(OC(=O)N2CCOCC2)c1 (configuration not stated) | -10% | ? | -15%
CC(=O)c1ccc(NC(=O)c2nc(-c3ccccc3)n(-c3ccc(C)cc3)n2)cc1 | -5% | -8% | ?
CCN(CC)C(=O)C(C)N(C#N)c1nc(SC)nc(N(C)C)n1 (configuration not stated) | -4% | -18% | -15%
CCc1ccc(-c2nn(CC(=O)NC3CCCCC3)c3c2cnc2ccc(C)cc23)cc1 | 0% | 22% | -10%
CCOCCCNC(=O)c1ccc2c(=O)n(CCCOCC)c(=S)[nH]c2c1 | -6% | -3% | 0%
CCNc1nc(NCC)nc(N/N=C/c2ccc(Br)cc2)n1 | -5% | 0% | -29%
CN1CCN(CC(=O)Nc2ccc([N+](=O)[O-])cc2Br)CC1 | 0% | -3% | 4%
Oc1ccc(CN2CCCCC2)c2cccnc12 | -5% | ? | 5.2µM*
CN1/C(=C\C(=O)c2ccco2)c2ccccc2CC1(C)C | 2% | -12% | ?
COc1ccc(/C=C(\C#N)C(=O)OCC(=O)Nc2c(C)cccc2C(C)C)cc1 | -7% | -5% | -9%
CCCn1ccc(O)c(Cc2ccc(Cl)cc2)c1=O | 3% | 13% | -14%
CC(C)(C)c1ccc(/C=N/Nc2ccc(C(=O)O)cc2)cc1 | -4% | 16% | -21%
C=CCN1C(=O)S/C(=C/c2ccc(Sc3nc4ccccc4[nH]3)o2)C1=O | -10% | 11% | 23µM*
COC(=O)CCc1ccc(O)cc1 | -10% | 0% | 4%
COc1cccc(N/C(N)=N/c2nc(C)cc(=O)[nH]2)c1 | 1% | -2% | 1%
COC(=O)c1cccc(Oc2nc3c(c(=O)n(C)c(=O)n3C)n2Cc2ccc(C)cc2)c1 | . | -7% | -30%
Cc1ccc(NC(=O)C2CC(c3ccc(F)cc3)=NO2)cc1 (configuration not stated) | -4% | 8% | -21%
COc1ccccc1/C=C/C(=O)NNC(=O)c1cc(C)oc1C | -14% | 0% | 1%
CN1C(=O)CSc2ccc(NC(=O)NCc3ccccc3)cc21 | -9% | 15% | -30%
Cc1nc(NC(=S)Nc2ccccc2)sc1C | -4% | -7% | ?
O=C(COC(=O)c1nc(Cl)ccc1Cl)Nc1cccc(S(=O)(=O)N2CCOCC2)c1 | . | 3% | -14%
O=S(=O)(c1ccccc1C(F)(F)F)N1CCN(c2nc(-c3cccs3)nc3ccccc23)CC1 | . | 11% | 13µM*
Nc1cccc(C(=O)Nc2ccccc2Cl)c1 | -2% | -14% | -7%
CC(Sc1nnc2n1CCCCC2)C(=O)Nc1cccc(S(=O)(=O)N2CCOCC2)c1 (configuration not stated) | -6% | 1% | 5%
CCN(Cc1ccccc1)C(=O)c1cc(-c2ccccc2)n[nH]1 | -6% | -11% | ?
O=C(CSc1nnc(-c2ccc(F)cc2)n1-c1ccccc1)NCCN1C(=O)CSC1=O | 4% | -7% | -6%
CCOC(=O)C1=C(Cn2ccc(C(F)(F)F)n2)NC(=O)NC1c1ccc2c(c1)OCO2 (configuration not stated) | -6% | 9% | ?
CCOC(=O)c1oc2c(c1C)/C(=N/O)CCC2 | -1% | 0% | -29%
CC(Sc1nnc(-c2ccco2)n1N)C(=O)NC1CCCCC1C (configuration not stated) | 0% | 16% | 1%
COc1ccc(C2C(C(=O)C(C)(C)C)=C(O)C(=O)N2Cc2ccccc2)cc1 (configuration not stated) | -4% | -6% | -3%
C#CCOCCOCCOCCNc1nc(N2CCN(C(=O)C([C@@H](C)O)n3cc([C@@H](N)CCCCN)nn3)CC2)nc(N2CCN(C(=O)[C@H](CCCN=C(N)N)n3cc(C(N)[C@@H](C)CC)nn3)CC2)n1 (some centres not stated) | 2% | -11% | 31%[activator]
CN(C(=O)c1cccc(NC(=O)Cc2ccc(NC(=O)C3CCN(C(=O)C4CC4)CC3)cc2)c1)C1CCCC1 | . | -7% | -13%

Gathered by group: the compounds so far containing a tert-butyl group (three)
SMILES | KAT2A inh | FEN1 inhibitor | TDP1 cell CPT
Cc1ccc(F)c(NC(=O)/C(C#N)=C(\O)c2ccc(C(C)(C)C)cc2)c1 | ? | ? | -22%
CC(C)(C)c1ccc(/C=N/Nc2ccc(C(=O)O)cc2)cc1 | -4% | 16% | -21%
COc1ccc(C2C(C(=O)C(C)(C)C)=C(O)C(=O)N2Cc2ccccc2)cc1 (configuration not stated) | -4% | -6% | -3%

Remaining list, next part:
SMILES | KAT2A inh | FEN1 inhibitor | TDP1 cell CPT
COCCCNC(=O)C[C@H]1C[C@H](C(=O)N2CCCCC2)[C@@]2(C)c3[nH]c4cc(-c5ccco5)ccc4c3CCN2C1=O | -2% | -20% | 16µM*
CC(C)Oc1ccc(-c2cc(C(=O)NCCN3CCOCC3)c3ccccc3n2)cc1 | -8% | 5% | ?
CC(=O)NC(Cc1ccc(F)c(F)c1)C(=O)NC1CCN(c2c(Cc3ccccc3)c(C)nc3ncnn23)CC1 (configuration not stated) | -6% | 11% | ?
COc1cc(-c2[nH]ncc2CN(C)Cc2nonc2C)cc(OC)c1OC | -13% | 1% | ?
COC(C)(C)c1cc(C(C)(C)C)nc(N)n1 | -7% | -14% | -15%
O=C(Nc1nc(-c2ccco2)c(-c2ccco2)s1)c1ccc(F)cc1F | ? | ? | ?
Cn1cnc(S(=O)(=O)N2CCN(c3cccc(Cl)c3)CC2)c1 | -3% | 14% | -13%
CCC(=O)NC(NC(=S)Nc1ccccc1Br)C(Cl)(Cl)Cl (configuration not stated) | 0% | -5% | 5%
NC(=O)C1(N2CCCCC2)CCN(c2ccc3nnc(-c4ccccc4)n3n2)CC1 | -3% | 2% | -26%
CCOc1ccccc1C(=O)Nc1ccc(S(=O)(=O)Nc2cc(OC)nc(OC)n2)cc1 | -16% | 2% | 4%
CCOc1ccc(NC(=O)COC(=O)CCCc2c[nH]c3ccccc23)cc1 | -13% | -6% | -4%
COc1ccc2oc(C(=O)Nc3nc4ccccc4[nH]3)c(C)c2c1 | -5% | -5% | 21µM*

Not all compounds are listed, so the mix of outcomes need not match the whole.
